Screens: PubChem BioAssay, several laboratories
KLF5 inhibitor: kruppel-like factor 5 inhibition; inhibition, % at 5 µM; AID 1700; actives 0.23% (n = 290,000); DLD-1 KLF5 promoter-luciferase reporter, luminescence;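 active = inhibition above a per-plate limit of that plate's mean compound inhibition plus 3 SD, cut at about 60% in these data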;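 note: 0% = DMSO wells and 100% = LY294002 at 200 µM; higher means less KLF5 promoter-driven luciferase light; inactives centre near -14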
Platelet DG rel: platelet dense granule release activity. actives 0.22% (n = 300,000). inhibition, %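 (compounds screened at 7.5 µM in platelet-rich plasma)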. human platelet-rich plasma, SFLLRN dense granule ATP release, luminescence. AID 1663;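 active = mean replicate score, as percent of positive control, at or above 50; inconclusive = mean below 50 but at least one replicate at or above 50; inactive = mean and every replicate below 50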
HSF-1 act: increases HSF-1 driven luciferase reporter signal. NIH3T3-HGL HSF-1 luciferase reporter, MG132, 8 h; 100% = twice DMSO control signal. activation, % at 9 µM. actives 1.7% (n = 300,000). AID 504408;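 active = mean replicate activation of at least 50% with a set share of replicates each reaching 50%; inconclusive = only one of those two conditions met; inactive = mean below 50% and too few replicates reaching it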;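 note: 0% = median of the neutral control wells and 100% = twice that signal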
AI-2 QS modul: Vibrio harveyi AI-2 quorum sensing modulation | actives 0.4% (n = 300,000) | activity change, % at 7.5 µM | Vibrio harveyi JMH597 AI-2 luminescence/OD600 ratio, 9 h; stronger effect = lower value; strain lacks LuxN and CqsS sensors; 0 = neutral-control median; in the data active = activity change below about -75%, passing the limit was not always enough; inconclusive = no clear call, values can overlap the other calls;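 note: luminescence divided by OD600 gain over 9 h not by final OD600 alone; inactives centre near 13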
aSyn UTR inh: 5' untranslated region of α-synuclein, MLPCN primary screen | inhibition, % (tested at 7.5 µM) | alpha-synuclein 5'UTR reporter, inhibitor activity | actives 0.82% (n = 300,000) | AID 1813; in the data active = inhibition above about 60%; inconclusive = no clear call, values can overlap the other calls;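 note: H4 neuroglioblastoma cells stably carrying SNCA 5'UTR luciferase fusion; 0% = DMSO wells and 100% = positive control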
HSP90 refold inh: blocks HSP90-mediated luciferase refolding in reticulocyte lysate | Rabbit reticulocyte lysate, luciferase refolding luminescence, 3 h | inhibition, % at 5.6 µM | actives 0.91% (n = 290,000) | AID 1789;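 active = inhibition above the screen-wide mean plus 3 SD, computed separately per campaign, cut at about 16% in these data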;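 note: 0% = DMSO wells and 100% = 60 µM geldanamycin wells; inhibitors lower the luminescence because luciferase stays unfolded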
HIF act: HIF pathway transcriptional activation | activation, % at 7.5 µM (by protocol) | U2OS HRE-luciferase reporter, luminescence; normalized: DMSO 0%, desferrioxamine 100% | actives 0.32% (n = 300,000);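 active = mean activation of at least 10% of the iron chelator positive control signal, with at least half of replicates also reaching 10%; inconclusive = mean and replicate majority disagree about reaching 10%; inactive = mean and most replicates under 10%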
HSF1 inh: HSF1 inhibition | NIH3T3-HGL HSE-luciferase, MG132-induced, luminescence 8 h; stronger effect = lower value | activity change, negative = inhibition, % at 7.5 µM (by protocol) | actives 0.77% (n = 300,000) | AID 2098;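 active = more than half of replicate wells show activity change below -50%, luminescence cut by over half; inconclusive = some wells, but at most half, below -50%; inactive = no replicate well below -50%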;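 note: luciferase reports HSF-1 transcriptional activity via heat shock element; 0% = median of DMSO wells and -100% = zero luminescence signal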
IEC-6 tox: counter-screen for KLF5 inhibitors: cytotoxicity in IEC-6 cells | IEC-6 cytotoxicity, luminescence viability | inhibition, % at 5 µM | actives 0.78% (n = 290,000); in the data active = inhibition above about 22%;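 note: 0% = plate median of test compound wells and 100% = cytotoxic reference compound wells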
SKKanGAS inh: inhibitors of SKKanGAS S. pyogenes growth in kanamycin (SK-promoter or general growth effect) | BacTiter-Glo, 6 h | inhibition, % at 7.5 µM | actives 1.3% (n = 300,000);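 active = mean replicate score, as percent of positive control median, at least 50; inconclusive = mean below 50 but one replicate at or above 50; inactive = mean and every replicate below 50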;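 note: strain carries kanamycin resistance gene driven by streptokinase promoter and grows in 40 µg/ml kanamycin; loss of luminescence reflects streptokinase promoter inhibition or plain growth inhibition; 0% = median of DMSO wells and 100% = positive control at its reference dose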
The depositor's hits bear a star; ? = inconclusive; / = not tested or not shown. Random draw from the library; overall some 6% were active at least once.

SMILES | KLF5 inhibitor | Platelet DG rel | HSF-1 act | AI-2 QS modul | aSyn UTR inh | HSP90 refold inh | HIF act | HSF1 inh | IEC-6 tox | SKKanGAS inh
Cc1nn(Cc2ccc(Cl)cc2)c(=O)n1N(C)c1ncc(C(F)(F)F)cc1Cl | -35 | 1 | 37 | 7 | -17 | 2 | -0.2 | 15 | -3 | 11
CCOc1ccc(C2c3cc(OC)c(OC)cc3CC(=O)N2c2ccc(OC)cc2)cc1 (configuration not stated) | 10 | 0 | -2 | 14 | -5 | 4 | 1.3 | 0 | 0 | 1
Cc1cccc(C)c1N1C(=O)CC(N2CCSCC2)C1=O (configuration not stated) | 14 | 9 | 14 | 2 | 9 | -1 | 0.3 | -1 | 4 | 4
CN1CCN(S(=O)(=O)c2ccc(NCc3ccc4c(c3)OCO4)nc2)CC1 | -11 | -1 | 4 | 3 | 14 | 1 | -0.1 | -7 | -8 | -2
COC(=O)c1ccc(Oc2c(C)oc3cc(OCc4cnn(-c5ccccc5)c4)ccc3c2=O)cc1 | -18 | -6 | -3 | 16 | 5 | 2 | 0.2 | -3 | 0 | 5
Cc1cc(=O)oc2c(C)c(OC(C)C(=O)Nc3ccc(N4CCC(C)CC4)cc3)ccc12 (configuration not stated) | 6 | 7 | 4 | 1 | 22 | 1 | 0.6 | 2 | 5 | 9
CCOC(=O)C1CCCN(S(=O)(=O)c2ccc(S(=O)(=O)N(CC)CC)cc2)C1 (configuration not stated) | 0 | 16 | -4 | 11 | -38 | 0 | -0.3 | 4 | 6 | -12
CCOC(=O)N1CCN(C(=O)CCNS(=O)(=O)c2ccccc2)CC1 | -12 | 4 | -10 | 13 | -3 | 1 | 0.1 | 2 | 2 | -3
COCCN(C(=O)c1cccc(N2C(=O)CCC2=O)c1)c1nc(-c2ccc([N+](=O)[O-])cc2)cs1 | / | 27 | -6 | 36 | -6 | / | 0.3 | 2 | / | 36
Cc1cc(C)n2nc(S(=O)(=O)N(C)Cc3ccccc3)nc2n1 | -6 | -3 | -2 | 45 | -9 | 6 | -0.2 | -2 | -3 | 3
Cc1nn(-c2ccccc2)c(C)c1C(=O)Nc1nnc(-c2ccco2)o1 | -16 | 4 | 5 | 34 | -10 | 0 | 0.3 | 1 | 18 | 6
COc1ccccc1CCc1nnc(CCC(=O)NC(C)Cc2cccs2)o1 (configuration not stated) | -30 | 3 | 28 | 7 | 7 | 1 | 0.0 | -4 | -1 | -4
CC(=O)Nc1ccc(S(=O)(=O)NCc2ccc(C)n2C)cc1 | -8 | 21 | -11 | 0 | -7 | 3 | 0.0 | -10 | 4 | -3
Cc1c(NC(=S)NC(=O)COc2ccccc2)c(=O)n(-c2ccccc2)n1C | 1 | 1 | -9 | 23 | 1 | -3 | -0.2 | -3 | 4 | -2
COc1ccc(Cl)cc1S(=O)(=O)NC1CC(C)(C)NC(C)(C)C1 | -8 | 13 | 15 | 11 | 6 | -1 | 0.0 | -5 | -1 | 3
O=C(N/C(=C/c1ccco1)C(=O)N1CCCC1)c1cccs1 | -33 | 0 | -41 | 21 | -15 | 0 | -0.6 | -24 | -5 | -1
COc1ccc(-c2cc3nc(C)n(N)c(=O)c3s2)cc1 | 96* | 87* | -72 | 5 | 115* | 85* | -5.9 | -70* | 18 | 88*
CC(=O)NC(Cc1ccc(F)c(F)c1)C(=O)NC1CCN(C(=O)c2ccc(C)cc2)CC1 (configuration not stated) | -19 | -3 | -1 | 12 | -4 | 1 | -0.2 | 4 | -6 | -5
Cc1nn2c(N3CCOCC3)cc(C(C)(C)C)nc2c1-c1ccccc1 | -12 | 2 | -18 | 12 | 16 | -3 | -0.9 | -8 | 1 | -1
COc1cccc(NC(=O)c2ccc(NCCCN3CCC(C)CC3)c([N+](=O)[O-])c2)c1 | -33 | 1 | 27 | 8 | -57 | 2 | 0.4 | 5 | 4 | -7
COc1ccc(CCN2CC(C(=O)NCc3nc4ccccc4n3C)CCC2=O)cc1 (configuration not stated) | -22 | 9 | -9 | 31 | -26 | -2 | 0.0 | -8 | -4 | -3
Cc1cc(C)cc(Oc2ccccc2C=O)c1 | 2 | 2 | -2 | 18 | 10 | -2 | 0.4 | 1 | -1 | 0
CC(C)COP(=O)(c1ccc(N(C)C)cc1)C(O)c1ccccn1 (configuration not stated) | -3 | 3 | -7 | 6 | 25 | -2 | 0.5 | -2 | 1 | -2
CC(C)CCNC(=O)NC(=O)COC(=O)/C=C/c1cccc([N+](=O)[O-])c1 | -23 | -31 | 0 | 1 | 11 | -2 | -0.6 | 4 | -2 | 7
CCc1cccc(C)c1NC(=O)c1ccccc1 | -25 | -2 | 10 | 10 | 8 | 5 | -0.3 | -2 | 3 | 4
CCC(=O)c1c[nH]c(C(=O)NCCCn2ccnc2)c1 | -42 | 3 | 0 | 10 | 21 | 0 | -0.7 | -8 | 5 | -2
CCOC(=O)C1(Cc2ccccc2)CCN(Cc2cccn2-c2cccnc2)CC1 | -22 | -7 | 19 | 15 | -1 | 1 | 0.0 | 0 | -3 | -10
CCn1c2ccccc2c2cc(NC(=O)CSc3nnc(-c4ccccc4OC)n3N)ccc21 | -43 | -7 | 9 | 6 | 5 | 0 | -0.6 | 1 | -6 | -3
CCN(Cc1ccccc1)C(=O)CN1C(=O)NC2(CC(C)CC(C)(C)C2)C1=O (configuration not stated) | -3 | 0 | 3 | 18 | 19 | 9 | -0.5 | -6 | -3 | -1
CCCCNC(=O)c1ccc(NS(=O)(=O)c2ccc3[nH]c(=O)[nH]c3c2)cc1 | -12 | 7 | 2 | 12 | -5 | 2 | 0.0 | -5 | 5 | -15
CCCOc1ccc(C(=O)Nc2cc(-c3nn4c(C)nnc4s3)ccc2C)cc1 | -63 | -14 | 2 | 7 | 9 | -2 | -0.3 | -6 | -2 | 2
CCCCCCCn1ccc(=N)cc1 | 25 | 3 | -15 | 13 | ? | 1 | -0.2 | -8 | 23* | 2
CCSc1ncc(C#N)c(=O)[nH]1 | -3 | 15 | 3 | 29 | -17 | -2 | -0.6 | -1 | -2 | 2
c1ccc(-c2nc(NCc3ccco3)c3ccccc3n2)cc1 | -3 | 11 | 12 | 17 | -5 | 0 | 0.5 | 5 | 6 | -8
CCc1ccccc1NC(=O)c1ccccc1N1C(=O)C2C3C=CC(C3)C2C1=O (configuration not stated) | -10 | -38 | 4 | 19 | 12 | 5 | -0.1 | -1 | -7 | -3
O=C(CSc1nnc(Cc2ccccc2)o1)c1ccccc1 | 3 | -8 | 12 | -52 | -41 | -1 | 1.6 | -2 | 2 | -5
COc1ccc(-c2nc(SC)n(S(=O)(=O)c3ccccc3)n2)cc1 | -47 | 1 | -9 | 23 | -120 | 1 | 2.8 | 5 | -1 | 4
Cc1ccc2sc(NC(=O)c3ccc(N4C(=O)CCC4=O)cc3)nc2c1C | -10 | -41 | -12 | 23 | -2 | -3 | -0.1 | -12 | -5 | 2
CCC(=O)NC(=S)Nc1cccc(C(C)=O)c1 | -40 | -10 | 2 | -62 | -17 | 0 | -0.3 | -3 | -3 | 3
COc1ccccc1N1CCN(S(=O)(=O)c2c(C(=O)N3CCOCC3)c(C)n(C)c2C)CC1 | -33 | 1 | 1 | -6 | 3 | -1 | -0.8 | 6 | 5 | 4

Some values from the results shown.
Entry of CCOC(=O)C1(Cc2ccccc2)CCN(Cc2cccn2-c2cccnc2)CC1 in HSF-1 act: 19
Entry of COc1ccccc1N1CCN(S(=O)(=O)c2c(C(=O)N3CCOCC3)c(C)n(C)c2C)CC1 in Platelet DG rel: 1
Entry of O=C(CSc1nnc(Cc2ccccc2)o1)c1ccccc1 in HSP90 refold inh: -1

Back to the main list, starting 2 compounds before the break.
SMILES | KLF5 inhibitor | Platelet DG rel | HSF-1 act | AI-2 QS modul | aSyn UTR inh | HSP90 refold inh | HIF act | HSF1 inh | IEC-6 tox | SKKanGAS inh
CCC(=O)NC(=S)Nc1cccc(C(C)=O)c1 | -40 | -10 | 2 | -62 | -17 | 0 | -0.3 | -3 | -3 | 3
COc1ccccc1N1CCN(S(=O)(=O)c2c(C(=O)N3CCOCC3)c(C)n(C)c2C)CC1 | -33 | 1 | 1 | -6 | 3 | -1 | -0.8 | 6 | 5 | 4
CCCNC(=O)NC(=O)COc1ccc2oc3ccccc3c2c1 | -1 | -5 | -25 | -5 | 12 | 2 | 0.3 | -5 | 4 | -2
COc1ccccc1OCC(=O)Nc1ccccc1C(=O)NCc1ccco1 | -15 | 0 | -7 | 7 | 20 | 0 | 0.3 | 3 | 2 | -3
CCCn1c2ccccc2c2cnn(CC(=O)OC)c(=O)c21 | -51 | 8 | 3 | 25 | 16 | -8 | 0.9 | 2 | -3 | -2
COc1ccc(OC)c(NC(=O)Cc2cccs2)c1 | -27 | 4 | 12 | -1 | 8 | -1 | 0.0 | 1 | 5 | 0
CC(=O)Nc1ccc(NC2=CC(=O)CC(C)(C)C2)cc1 | -16 | -11 | 18 | 27 | -1 | -2 | 0.1 | 7 | 7 | -3
CC(C)CNc1nc(SCC(=O)Nc2ccccc2)nc(N2CCOCC2)n1 | 11 | 2 | -10 | 22 | 2 | 7 | -1.0 | -2 | -12 | 9
CCOc1ccc(N(CCCCO)C(=S)NC(=O)c2ccc(C)c(Br)c2)cc1 | -15 | -4 | 9 | 8 | -9 | 11 | 0.3 | 3 | 3 | 3
CSCCC(NC(=O)COc1ccccc1)C(=O)N1CCCCC1 (configuration not stated) | -27 | 2 | 1 | 14 | 2 | -5 | -0.3 | -5 | -6 | -5
Cc1ccc(S(=O)(=O)N(Cc2ccccc2Cl)C(=O)N2CCN(C)CC2)cc1 | / | 4 | -7 | 17 | -6 | / | 0.5 | -5 | / | -6
Cc1ccnc(N2C(=O)OC(C)(C)C2(C)O)c1 (configuration not stated) | -14 | 6 | -46 | 16 | 25 | 6 | -0.3 | -36 | 1 | 2
CN(CCC#N)C(=O)COC(=O)C1c2ccccc2Oc2ccccc21 | 8 | -2 | -5 | 11 | -1 | -6 | 0.8 | -1 | -8 | -6
CC1=C[C@@H](C)[C@@H](c2ccccc2)OC1=O | / | 5 | -8 | 11 | 0 | / | 0.8 | 2 | / | -1
CC(=O)OC(C(=O)Nc1nccs1)c1ccccc1 (configuration not stated) | -14 | -4 | -1 | 4 | -6 | 7 | 0.7 | -1 | 1 | 4

Two consecutive records already listed, for reference:
SMILES | KLF5 inhibitor | Platelet DG rel | HSF-1 act | AI-2 QS modul | aSyn UTR inh | HSP90 refold inh | HIF act | HSF1 inh | IEC-6 tox | SKKanGAS inh
CCc1cccc(C)c1NC(=O)c1ccccc1 | -25 | -2 | 10 | 10 | 8 | 5 | -0.3 | -2 | 3 | 4
CCC(=O)c1c[nH]c(C(=O)NCCCn2ccnc2)c1 | -42 | 3 | 0 | 10 | 21 | 0 | -0.7 | -8 | 5 | -2
